Assay outcomes as filed in PubChem.
CHOP inh – inhibitors of CHOP induction in ER stress response; inhibition, % at 10 µM; CHO-K1 CHOP-promoter luciferase, tunicamycin-induced, 15-18 h; 3.8% of 220,000 active;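 active = compounds that reduced the stress-induced luciferase reporter signal by more than about 70% of percent inhibition, limit read from the data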;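 note: 0% = tunicamycin plus vehicle and 100% = wells without tunicamycin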
zfTRPN1 agonist – activates the zebrafish TRPN1 channel; HEK293 zebrafish TRPN1-YFP, Fluo-8 calcium fluorescence; 100% = response to 87 µM carbachol; activation, % at 3 µM; 0.18% of 220,000 active; AID 1424;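 active = activation above its plate's cutoff, the mean activation of test wells on that plate plus 3 SD, cut at about 19% in these data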;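 note: 0% = DMSO alone and 100% = 87 µM carbachol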
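Material – zebrafish TRPN1-YFP in HEK293 cells · Doses – 3 µM single point · Schedule – dye 1 h 37 °C plus 30 min RT · Signal – Fluo-8 calcium fluorescence, excitation 470-495 nm, emission 515-575 nm · Read-out – % activation versus carbachol response · Control set – carbachol high, DMSO low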
PPC-1+TRAIL kill – compounds killing PPC-1 cancer cells with TRAIL present (potentiator screen, no TRAIL-free arm). PPC-1 cells + TRAIL, ATPLite viability luminescence. cell killing (% activity), % at 4 µM. 0.41% of 220,000 active;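 active = cell killing above 50% in the first pass at 4 µM, then a duplicate retest at 5 µM averaging 50% or more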;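 note: plate controls were cells with TRAIL plus DMSO for no effect and medium-only wells lacking cells for full effect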
BaF3 parental – counter-screen for JAK2V617F inhibitors: parental Ba/F3 viability inhibitors | AID 1486 | 1.1% of 220,000 active | inhibition, % at 5.6 µM | CellTiter-Glo ATP luminescence;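 active = inhibition above a per-campaign cutoff, the mean inhibition of all tested compounds plus 3 SD, cut at about 27% in these data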;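 note: 0% = DMSO wells and 100% = JAK Inhibitor I control wells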
RBBP9 inh – blocks human serine hydrolase RBBP9; O75884; recombinant RBBP9, FP-Rh probe fluorescence polarization; inhibition, % at 7.94 µM; 0.2% of 220,000 active; AID 1515;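 active = inhibition above the campaign mean of all tested compounds plus 3 SD, cut at about 14% in these data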;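 note: plate controls were DMSO wells with RBBP9 for no effect and wells lacking RBBP9 protein for full effect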
Target sequence (O75884 whole entry, looked up): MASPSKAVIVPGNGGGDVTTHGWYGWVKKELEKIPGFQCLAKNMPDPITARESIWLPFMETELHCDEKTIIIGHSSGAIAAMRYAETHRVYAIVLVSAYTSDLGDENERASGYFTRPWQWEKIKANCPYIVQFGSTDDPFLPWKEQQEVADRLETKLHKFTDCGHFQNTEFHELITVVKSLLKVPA
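Measured by – fluorescence polarization · Test system – RBBP9 protein · Input – 2.5 µM RBBP9 dispensing solution, before mixing · Measure – percent inhibition from mP, scaled between DMSO and no-protein wells · Benchmarks – DMSO-treated enzyme wells and wells lacking RBBP9 · Times – preincubation 30 min plus labeling 45 min at 25 °C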
TRPML3 ag – human mucolipin-3 channel agonism. Q8TDD5. HEK293 TRPML3-YFP, Fluo-8 calcium fluorescence; 100% = the carbachol control signal. activation, % at 3 µM. 0.29% of 220,000 active;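 active = activation above its plate's cutoff, the mean activation of the plate's test wells plus 3 SD, cut at about 12% in these data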;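 note: 0% = DMSO only wells and 100% = carbachol wells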
Target sequence (Q8TDD5 whole entry, looked up): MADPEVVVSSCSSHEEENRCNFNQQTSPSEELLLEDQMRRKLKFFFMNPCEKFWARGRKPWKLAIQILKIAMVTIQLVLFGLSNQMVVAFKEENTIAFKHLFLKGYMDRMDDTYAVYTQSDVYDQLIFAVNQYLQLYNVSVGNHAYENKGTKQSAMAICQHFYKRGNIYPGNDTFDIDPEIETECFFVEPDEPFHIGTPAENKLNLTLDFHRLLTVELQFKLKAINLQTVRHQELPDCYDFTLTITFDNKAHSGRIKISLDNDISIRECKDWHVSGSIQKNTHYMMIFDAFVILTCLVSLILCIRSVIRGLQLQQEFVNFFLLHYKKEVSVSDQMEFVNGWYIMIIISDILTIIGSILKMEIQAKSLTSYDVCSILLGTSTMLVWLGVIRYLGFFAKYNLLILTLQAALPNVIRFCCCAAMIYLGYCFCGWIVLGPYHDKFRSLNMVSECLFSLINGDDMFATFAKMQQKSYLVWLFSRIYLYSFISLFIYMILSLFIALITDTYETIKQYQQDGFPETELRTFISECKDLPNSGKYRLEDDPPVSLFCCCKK
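Test system: TRPML3-YFP stable HEK293 cells. Doses: single point at 3 µM. Incubation: dye loading 1 h 37 °C then 30 min ambient, 125 s read. Signal: Fluo-8 calcium dye fluorescence, ex 470-495, em 515-575 nm. Measure: percent activation from peak-to-basal fluorescence ratio, scaled between DMSO and carbachol.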
Ba/F3 V617F tox – reduce viability of Ba/F3 cells dependent on JAK2V617F | Ba/F3 EpoR-JAK2V617F viability, ATP luminescence | inhibition, % at 5.6 µM | 1.1% of 220,000 active;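 active = inhibition above the campaign mean plus 3 SD over all tested compounds, cut at about 24% in these data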;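 note: cytokine-independent growth of Ba/F3 cells driven by EpoR plus mutant JAK2; 0% = DMSO-treated cells and 100% = JAK inhibitor I control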
TNF death inh – inhibitors of TNF-alpha induced necroptosis in Jurkat FADD-/- cells | Jurkat FADD-/- TNF necroptosis rescue, ATP luminescence, 24 h; 0 = TNF only, 100 = no-TNF cells | activation (protection from cell death), % at 10 µM | 0.068% of 220,000 active | AID 463075;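 active = activation, meaning protection from cell death, of at least 50% relative to plate controls; inactive = activation below 50%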;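 note: necroptosis triggered by 40 ng/mL TNF-alpha added together with compound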
Wee1 stabilizer – blocks degradation of human Wee1 kinase; reporter increase, % at 5 µM; HeLa Luc-Wee1K328M stability, luciferase luminescence; 100% = proteasome inhibitor MG132 effect; 1.2% of 220,000 active; P30291;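 active = activation above the mean of all tested compounds plus 3 SD, set per screening run, cut at about 8.8% in these data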;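 note: cells exposed to compound for 20 h before luminescence read; 0% = DMSO alone and 100% = MG132 at 30 µM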
Numbers without * were called inactive; & = joins results of further samples.

How did CC(NC(=O)c1ccccc1NC(=O)CSc1nnnn1C)c1ccccc1 (centres undefined) do in these assays?
CHOP inh: 15; zfTRPN1 agonist: 1.1; PPC-1+TRAIL kill: -2; BaF3 parental: -1; RBBP9 inh: -5; TRPML3 ag: 0.3; Ba/F3 V617F tox: -2; TNF death inh: 0.6; Wee1 stabilizer: 7

What do the screens show for `CCC(C)NC(=O)CC(NS(=O)(=O)c1ccc(Cl)cc1)c1ccco1` (centres undefined)?
CHOP inh: -2; zfTRPN1 agonist: -0.9; PPC-1+TRAIL kill: 14; BaF3 parental: 11; RBBP9 inh: -3; TRPML3 ag: 4.7; Ba/F3 V617F tox: 2; TNF death inh: -1.6; Wee1 stabilizer: -1

How did COC(=O)c1ccccc1NC(=O)c1cc2sccc2n1C do in these assays?
CHOP inh: 3; zfTRPN1 agonist: -0.9; PPC-1+TRAIL kill: 9; BaF3 parental: 1; RBBP9 inh: -4; TRPML3 ag: -0.8; Ba/F3 V617F tox: -3; TNF death inh: -0.8; Wee1 stabilizer: 2

What do the screens show for `CC(CC(=O)N1CCN(c2ccc(C(F)(F)F)cn2)CC1)n1ccnc1` (centres undefined)?
CHOP inh: 1; zfTRPN1 agonist: 0.9; PPC-1+TRAIL kill: 4; BaF3 parental: 8; RBBP9 inh: -11; TRPML3 ag: 1.1; Ba/F3 V617F tox: 3; TNF death inh: -0.2; Wee1 stabilizer: 0

What do the screens show for `COc1ccc2c(c1)c(C(=O)N/N=C/c1ccccc1Cl)c(C)n2C`?
CHOP inh: 9; zfTRPN1 agonist: 0.7; PPC-1+TRAIL kill: -10; BaF3 parental: -2; RBBP9 inh: 6; TRPML3 ag: -0.1; Ba/F3 V617F tox: 2; TNF death inh: -0.9; Wee1 stabilizer: -1

How did Cc1noc(C)c1S(=O)(=O)Nc1ccc(C(=O)NC2CCCCC2C)cc1 (centres undefined) do in these assays?
CHOP inh: 9; zfTRPN1 agonist: 0.9; PPC-1+TRAIL kill: 12; BaF3 parental: 1; RBBP9 inh: -8; TRPML3 ag: 0.0; Ba/F3 V617F tox: -5; TNF death inh: 1.0; Wee1 stabilizer: -1

Results for O=C1N/C(=C/c2cccn2-c2ccc(F)cc2)C(=O)N1Cc1ccccc1F ?
CHOP inh: 57; zfTRPN1 agonist: 0.5; PPC-1+TRAIL kill: 0; BaF3 parental: -2; RBBP9 inh: -7; TRPML3 ag: 0.7; Ba/F3 V617F tox: -2; TNF death inh: 2.1; Wee1 stabilizer: -2

Results for O=C(CCS(=O)(=O)c1ccc(Br)cc1)N1CCN(c2ccc(Cl)cc2)CC1 ?
CHOP inh: 58; zfTRPN1 agonist: 0.4; PPC-1+TRAIL kill: 0; BaF3 parental: 7; RBBP9 inh: -1; TRPML3 ag: -0.7; Ba/F3 V617F tox: 0; TNF death inh: -1.1; Wee1 stabilizer: -1

How did COc1ccc(-c2cc(NCCc3ccncc3)n3ncnc3n2)cc1 do in these assays?
CHOP inh: 11; zfTRPN1 agonist: 1.9; PPC-1+TRAIL kill: 20; BaF3 parental: 9; RBBP9 inh: -4; TRPML3 ag: 0.4; Ba/F3 V617F tox: 2; TNF death inh: -4.1; Wee1 stabilizer: -1

What do the screens show for `COc1ccccc1CCNC(=O)CSc1nnc2ccc(-c3cccnc3)nn12`?
CHOP inh: 6; zfTRPN1 agonist: 0.4; PPC-1+TRAIL kill: 7; BaF3 parental: 0; RBBP9 inh: -3; TRPML3 ag: 0.1; Ba/F3 V617F tox: 0; TNF death inh: 0.7; Wee1 stabilizer: -2

What do the screens show for `Cc1cccc(N2CCN(C(=O)CCCSc3nc4ccccc4[nH]3)CC2)c1C`?
CHOP inh: 56; zfTRPN1 agonist: -1.6; PPC-1+TRAIL kill: 16; BaF3 parental: 7; RBBP9 inh: -3; TRPML3 ag: -0.1; Ba/F3 V617F tox: 3; TNF death inh: 0.4; Wee1 stabilizer: -2

Results for CC(=O)c1ccc(OC(=O)C(CCS(C)(=O)=O)N2C(=O)c3ccccc3C2=O)cc1 (centres undefined) ?
CHOP inh: 3; zfTRPN1 agonist: -1.2; PPC-1+TRAIL kill: -3; BaF3 parental: 5; RBBP9 inh: -12; TRPML3 ag: 1.1; Ba/F3 V617F tox: -2; TNF death inh: -1.8; Wee1 stabilizer: -2

How did CCOC(=O)Cn1c(=O)oc2ccc(C)cc21 do in these assays?
CHOP inh: 11; zfTRPN1 agonist: -0.1; PPC-1+TRAIL kill: 8; BaF3 parental: 4; RBBP9 inh: -9; TRPML3 ag: 0.2; Ba/F3 V617F tox: 0; TNF death inh: 0.0; Wee1 stabilizer: -2

How did COc1ccccc1CNC(=O)c1ccc(N2CCOCC2)c([N+](=O)[O-])c1 do in these assays?
CHOP inh: 2; zfTRPN1 agonist: 0.5; PPC-1+TRAIL kill: 3; BaF3 parental: -1; RBBP9 inh: 6; TRPML3 ag: -0.6; Ba/F3 V617F tox: -4; TNF death inh: 1.3; Wee1 stabilizer: 7

Results for CCC1CCC2(CC1)SCC(=O)N2c1ccccc1 (centres undefined) ?
CHOP inh: 14; zfTRPN1 agonist: 0.7; PPC-1+TRAIL kill: 6; BaF3 parental: 4; RBBP9 inh: -11; TRPML3 ag: -0.1; Ba/F3 V617F tox: 2; TNF death inh: -0.9; Wee1 stabilizer: -2

What do the screens show for `CCN(c1ccccc1)S(=O)(=O)c1ccc(NC(=O)c2ccco2)cc1`?
CHOP inh: 21; zfTRPN1 agonist: 3.3; PPC-1+TRAIL kill: 18; BaF3 parental: 7; RBBP9 inh: -7; TRPML3 ag: 0.8; Ba/F3 V617F tox: 1; TNF death inh: 1.2; Wee1 stabilizer: 4

What do the screens show for `O=C(Nc1ccccc1)NC1CCCCNC1=O` (centres undefined)?
CHOP inh: -17; zfTRPN1 agonist: 0.1; PPC-1+TRAIL kill: -2; BaF3 parental: 3; RBBP9 inh: -6; TRPML3 ag: 0.7; Ba/F3 V617F tox: -3; TNF death inh: 6.0; Wee1 stabilizer: -1

What do the screens show for `COC(=O)C1=C(C)NC2=C(C1c1ccc(O)cc1)S(=O)(=O)c1ccccc12` (centres undefined)?
CHOP inh: 10; zfTRPN1 agonist: 0.8; PPC-1+TRAIL kill: 14; BaF3 parental: 5; RBBP9 inh: 5; TRPML3 ag: 0.2; Ba/F3 V617F tox: 0; TNF death inh: -1.2; Wee1 stabilizer: -2

Results for O=C(c1csc2ccccc12)N1CCCCCC1 ?
CHOP inh: 43; zfTRPN1 agonist: 0.9; PPC-1+TRAIL kill: 34; BaF3 parental: 27; RBBP9 inh: -4; TRPML3 ag: 0.1; Ba/F3 V617F tox: 28*; TNF death inh: -0.3; Wee1 stabilizer: 2

What do the screens show for `CCC(C)N(C)C(=O)c1cc2ccccc2c(-c2ccccc2Cl)n1` (centres undefined)?
CHOP inh: 52&28; zfTRPN1 agonist: -2.6; PPC-1+TRAIL kill: 15; BaF3 parental: -3; RBBP9 inh: 2; TRPML3 ag: -0.8; Ba/F3 V617F tox: -2; TNF death inh: -0.7; Wee1 stabilizer: 0

Results for O=C(NNC(=S)Nc1ccccc1)c1cccs1 ?
CHOP inh: -15; zfTRPN1 agonist: 0.1; PPC-1+TRAIL kill: 9; BaF3 parental: 2; RBBP9 inh: -12; TRPML3 ag: 0.8; Ba/F3 V617F tox: 1; TNF death inh: -1.1; Wee1 stabilizer: 3

Results for CS(=O)c1ccccc1-c1nc(-c2cc(C(F)(F)F)cc(C(F)(F)F)c2)no1 (centres undefined) ?
CHOP inh: 82*; zfTRPN1 agonist: 0.5; PPC-1+TRAIL kill: 13; BaF3 parental: 1; RBBP9 inh: -3; TRPML3 ag: -0.3; Ba/F3 V617F tox: -3; TNF death inh: -5.4; Wee1 stabilizer: 5

How did Cc1ccc(C)c(NC(=S)N(CCc2nc3cc(C)c(C)cc3[nH]2)Cc2cccnc2)c1 do in these assays?
CHOP inh: 57; zfTRPN1 agonist: -0.3; PPC-1+TRAIL kill: 5; BaF3 parental: 1; RBBP9 inh: -7; TRPML3 ag: -0.4; Ba/F3 V617F tox: -2; TNF death inh: -2.7; Wee1 stabilizer: 0

Results for Cc1ncoc1C(=O)N1CCCC(C(=O)c2ccc(-c3ccccc3)c(F)c2)C1 (centres undefined) ?
CHOP inh: 6; zfTRPN1 agonist: 0.0; PPC-1+TRAIL kill: 17; BaF3 parental: 8; RBBP9 inh: 2; TRPML3 ag: 1.1; Ba/F3 V617F tox: 0; TNF death inh: 0.7; Wee1 stabilizer: 0

How did Cc1nn(-c2ccccc2)c(C)c1NC(=O)COc1ccc(Cl)cc1Cl do in these assays?
CHOP inh: 16; zfTRPN1 agonist: 8.7; PPC-1+TRAIL kill: 33; BaF3 parental: 3; RBBP9 inh: -9; TRPML3 ag: 2.9; Ba/F3 V617F tox: 3; TNF death inh: 1.4; Wee1 stabilizer: -3

What do the screens show for `CCC(C)n1c(/C=C/c2ccccc2)nc2ccccc21` (centres undefined)?
CHOP inh: 18; zfTRPN1 agonist: -1.5; PPC-1+TRAIL kill: 12; BaF3 parental: 13; RBBP9 inh: -4; TRPML3 ag: -0.4; Ba/F3 V617F tox: 3; TNF death inh: 1.5; Wee1 stabilizer: 1

What do the screens show for `O=C(O)c1ccc(-n2cccn2)c([N+](=O)[O-])c1`?
CHOP inh: -2; zfTRPN1 agonist: 0.1; PPC-1+TRAIL kill: 40; BaF3 parental: 1; RBBP9 inh: 1; TRPML3 ag: 1.1; Ba/F3 V617F tox: 0; TNF death inh: -0.4; Wee1 stabilizer: 3

Results for N/C(=N\OC(=O)Cc1ccc([N+](=O)[O-])cc1)c1ccccn1 ?
CHOP inh: -36; zfTRPN1 agonist: 0.7; PPC-1+TRAIL kill: 24; BaF3 parental: 7; RBBP9 inh: -5; TRPML3 ag: 0.2; Ba/F3 V617F tox: 2; TNF death inh: -1.1; Wee1 stabilizer: 0

Results for CCOC(=O)N1CCN(C(=O)c2ccc3nc(N4CCC(C)CC4)sc3c2)CC1 ?
CHOP inh: 22; zfTRPN1 agonist: -0.3; PPC-1+TRAIL kill: 20; BaF3 parental: 3; RBBP9 inh: -6; TRPML3 ag: -0.3; Ba/F3 V617F tox: 0; TNF death inh: -17; Wee1 stabilizer: 1
